RAD54 branch: inhibitors of human RAD54 branch migration, primary screen, biochemical, fluorescence, single point; inhibition, % at 10.4 µM; actives 0.14% (n = 360,000); DNA repair and recombination protein RAD54-like (Homo sapiens), Q92698; RAD54 Holliday junction branch migration, FAM/BHQ fluorescence;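 active = mean normalized replicate activity at least 40 and at least half of replicates scoring 40 or more; inconclusive = only one of the two criteria met; inactive = mean below 40 and under half of replicates reaching 40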;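 note: 0% = median of neutral control wells and 100% = median of positive control wells; inhibitors cause a drop in the FAM fluorescence signal; in these data hits start at about 50%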
RAD52 anneal inh: RAD52 DNA annealing inhibitors, primary screen, biochemical, FRET, single point, set 2 | actives 0.46% (n = 360,000) | recombinant RAD52 DNA annealing, FRET fluorescence | inhibition, % at 18.7 µM;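 active = every replicate showing at least 50% inhibition; inconclusive = mean inhibition at least 50% but not in every replicate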
Target sequence (P43351 whole entry, looked up): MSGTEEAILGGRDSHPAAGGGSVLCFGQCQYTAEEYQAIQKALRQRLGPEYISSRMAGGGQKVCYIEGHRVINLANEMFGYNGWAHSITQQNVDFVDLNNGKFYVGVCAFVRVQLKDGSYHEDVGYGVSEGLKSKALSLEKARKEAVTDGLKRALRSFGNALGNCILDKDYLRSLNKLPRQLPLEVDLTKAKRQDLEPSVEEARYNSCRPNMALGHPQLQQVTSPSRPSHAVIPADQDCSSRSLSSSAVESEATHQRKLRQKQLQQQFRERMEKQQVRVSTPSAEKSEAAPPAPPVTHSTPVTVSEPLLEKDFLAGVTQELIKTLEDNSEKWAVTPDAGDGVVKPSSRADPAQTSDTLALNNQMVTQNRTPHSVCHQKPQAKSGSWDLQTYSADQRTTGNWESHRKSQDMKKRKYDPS
E-sel inducer: E-selectin induction in HUVECs, primary screen, imaging, HUVEC, immunofluorescence imaging, single point; activation, % at 7.58 µM; P16581; actives 0.37% (n = 260,000); normalized: neutral wells 0, TNF-alpha wells 100;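 active = mean E-selectin-positive cell signal at least 10% of the positive control, reached in at least 60% of replicates, without over 20% cell loss; inconclusive = no rule given, readout overlaps actives, possibly toxicity-flagged; inactive = the rest, including those meeting only one limit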;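 note: in these data hits start at about 27%; measured in HUVEC primary endothelial cells; signal is the percent of cells scored E-selectin positive by PE staining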
Target sequence (P16581 whole entry, looked up): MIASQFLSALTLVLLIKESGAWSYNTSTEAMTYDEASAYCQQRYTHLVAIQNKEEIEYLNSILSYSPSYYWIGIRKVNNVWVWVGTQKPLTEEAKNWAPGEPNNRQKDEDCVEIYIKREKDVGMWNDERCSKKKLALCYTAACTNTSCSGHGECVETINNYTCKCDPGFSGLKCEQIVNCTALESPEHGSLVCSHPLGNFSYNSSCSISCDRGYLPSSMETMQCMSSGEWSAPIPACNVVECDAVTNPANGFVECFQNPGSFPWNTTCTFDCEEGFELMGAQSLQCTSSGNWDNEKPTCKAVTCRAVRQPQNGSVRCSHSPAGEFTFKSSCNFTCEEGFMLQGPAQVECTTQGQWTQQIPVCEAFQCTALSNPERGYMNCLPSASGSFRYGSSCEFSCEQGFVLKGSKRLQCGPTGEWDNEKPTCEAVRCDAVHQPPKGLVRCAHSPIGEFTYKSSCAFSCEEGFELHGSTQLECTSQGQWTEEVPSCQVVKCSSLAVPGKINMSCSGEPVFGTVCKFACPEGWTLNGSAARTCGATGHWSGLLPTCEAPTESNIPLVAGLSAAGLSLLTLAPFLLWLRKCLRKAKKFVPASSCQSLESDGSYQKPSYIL
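Test system – human umbilical vein endothelial cells (HUVEC), E-selectin induction · Input – 3,000 HUVEC seeded per well · Buffer or medium – EGM-2, gelatin · Compound dosing – single-point compound dose · Detection – immunofluorescence imaging · Measure – percent E-selectin-positive cells · Controls – TNF-alpha high, DMSO low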
GSIS activator: GLuc luminescence reporter in INS-1E cells, primary screen for activators of glucose-dependent secretion of insulin; actives 0.61% (n = 370,000); AID 743287, 2014; INS-1E GLuc reporter insulin secretion, 2-3 h; activation, % at 16.6 µM;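 active = lowest replicate activation of at least 40%, so every replicate reaches that level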;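 note: 0% = median of neutral control wells and 100% = median of IBMX positive control wells; some compounds called inactive have numbers as strong as hits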
DENV2 CPE rescue: inhibitors of DENV2 cytopathic effect, primary screen, cell-based, plate reader, single concentration. actives 1.7% (n = 350,000). CPE inhibition, % at 9.99 µM. DENV2-infected cells, cytopathic effect rescue; in the data active = CPE inhibition above about 20%, passing the limit was not always enough; inconclusive = no clear call, values can overlap the other calls; tested in BHK-21 cells;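 note: 0% = median of neutral control wells and 100% = median of positive control wells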
CFTR F508del cor: F508del CFTR correction, initial screen, CFBE line, single point; CFBE cells, YFP halide quenching; stimulated with forskolin plus potentiator P3; % fluorescence drop versus neutral controls; activity (quench increase), % at 7.58 µM; actives 0.36% (n = 350,000); AID 720511, 2013;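 active = mean added fluorescence quench of at least 8% versus neutral control, with both replicates also reaching 8%; inconclusive = only one of the mean or replicate conditions met; inactive = mean below 8% and not both replicates reaching 8%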;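 note: cells transiently co-express mutant CFTR-F508del with the halide-sensitive YFP; corrector assay measuring rescue of mutant channel to the surface after 24 h compound exposure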
Xi reactivation: activators of inactive X chromosome reactivation, primary screen, imaging, XiGFP fibroblasts, GFP high-content imaging, set 2 | AID 743238, 2013 | activation, % at 7.58 µM | actives 0.055% (n = 360,000) | XiGFP mouse fibroblasts, % GFP-positive cells imaging, 3 d; cells co-treated with 5-aza-dC sensitizer; scaled so ellipticine positive control = 100%;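 active = mean normalized replicate activation at least 10% and every replicate at or above 10%; inconclusive = only one of the two criteria met; inactive = mean below 10% and not all replicates reach 10%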;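 note: 0% = median of on-plate neutral control wells and 100% = ellipticine 6 µM median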
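Assay system – SV40-immortalized XiGFP fibroblast cells, line 68-5-11 · Buffer or medium – DMEM supplemented with 5-aza-dC as sensitizing agent · Dosing – one concentration, pinned · Benchmarks – positive control ellipticine, 6 µM final · Times – 3 days compound exposure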
CASP6 VEID inh: human caspase-6 inhibitors, primary screen, biochemical, VEID-R110 fluorescence, single point, set 2; inhibition, % at 12.5 µM; P55212; AID 686996, 2013; actives 0.53% (n = 350,000); purified caspase-6, Z-VEID-R110 cleavage fluorescence;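 active = mean inhibition across replicates at least about 35%, with every replicate also reaching that limit, limit read from the data; inconclusive = only one of the two criteria met; inactive = neither criterion met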;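 note: 0% = median of neutral control wells and 100% = no fluorescence left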
Numbers without * were called inactive; ? = inconclusive; . = not tested or not shown; & = joins results of further samples. No enrichment for hits; any-hit rate near 3.7%.

SMILES | RAD54 branch | RAD52 anneal inh | E-sel inducer | GSIS activator | DENV2 CPE rescue | CFTR F508del cor | Xi reactivation | CASP6 VEID inh
C[C@H](CO)N1C[C@H](C)[C@H](CN(C)CC2CC2)Oc2cc(C#CCN(C)C)ccc2S1(=O)=O | -1.9 | 7.3 | -0.3 | 3.0 | 3.6 | -0.4 | 0.3 | -1.6
CC=Cc1ccc2n(c1=O)C[C@@H]1[C@@H](CO)[C@H](C(=O)NCCC)[C@H]2N1CC1CCOCC1 (mixture of isomers) | -12.0 | -7.4 | 0.3 | 10.7 | -7.1 | 4.8 | 0.6 | -0.8
O=CN1CCCN(Cc2nc(-c3cccc(Cl)c3)no2)CC1 | . | -22.2 | 0.2 | -8.0 | 1.3 | 1.2 | 0.0 | -12.7
Cc1cc(C)cc(N(C(=O)c2cccs2)C2C=CS(=O)(=O)C2)c1 (centres undefined) | . | 0.2 | . | 5.2 | 4.0 | . | 0.2 | -0.5
CCCCc1ccc(-c2csc(/C(C#N)=C\c3ccc(C)o3)n2)cc1 | 0.0 | -11.2 | . | -17.6 | 14.7 | 4.4 | . | 28.0
C/C=C/C(=O)OCC(=O)Nc1cccc(F)c1 | . | -2.8 | 0.1 | -8.4 | -3.4 | -2.3 | 0.1 | -1.6
COc1ccc2c3c(n(C)c2c1)[C@@H](CO)N(C(C)=O)CC31CN(C(=O)c2cnccn2)C1 | . | 14.1 | 0.1 | 19.6 | 3.2 | -2.4 | -0.1 | 1.1
O=[N+]([O-])c1cc(C(F)(F)F)ccc1NC1CCN(Cc2ccccc2)CC1 | -4.4 | -7.8 | -0.1 | -10.9 | -8.7 | 0.8 | 0.2 | -2.1
Cc1cccc(/C=N/Nc2nncc3ccccc23)c1 | -8.2 | -1.5 | 2.9 | -12.8 | 1.8 | -8.5 | -0.1 | -2.1
CN(CC(=O)Nc1ccc(F)cc1)C(=O)c1cc([N+](=O)[O-])ccc1N1CCOCC1 | . | 6.1 | . | -11.2 | 18.4 | 1.6 | 0.0 | 1.7
O=S(=O)(NCc1ccco1)c1cnc(Cl)c(Br)c1 | -2.0 | -17.4 | -1.0 | -10.4 | -4.4 | 2.1 | 0.2 | -4.6
CN(C)CC(=O)N1[C@@H](C#N)[C@@H](c2ccc(C#CC3CCCC3)cc2)[C@@H]1CO | -5.4 | 20.1 | -0.4 | 4.0 | 39.3* | 1.9 | 0.0 | 0.5
O=C(NCc1ccccc1)C1C(=O)Nc2ccccc2C(=O)N1Cc1ccccc1 (centres undefined) | . | -6.2 | 0.4 | 27.6 | -4.5 | -1.7 | 0.2 | -0.3
CNC(=O)C[C@@H]1CC[C@@H]2[C@H](COc3ccc(NC(=O)C(C)C)cc3C(=O)N2C)O1 | -0.9 | . | 0.2 | 0.0 | -3.6 | -4.0 | 0.1 | .
CNC[C@@H]1OCCCC[C@H](C)Oc2ccc(NC(=O)Nc3ccc(OC)cc3)cc2C(=O)N([C@H](C)CO)C[C@@H]1C | 0.6 | -32.0 | 1.4 | -6.2 | 7.5 | -3.8 | 0.1 | 1.4
O=C(Nc1ccc2oc(-c3ccccc3F)nc2c1)c1ccccc1F | 5.6 | -4.2 | 0.1 | . | -6.3 | 0.9 | 0.2 | -0.2
Cc1c(CNC(=O)c2cnn3c2NC(c2ccccc2)CC3C(F)(F)F)cnn1C (centres undefined) | -1.7 | -0.8 | . | 2.4 | -4.5 | -1.0 | . | 1.3
O=C(Nc1ccc2c(c1)C(=O)NC2=O)c1ccccc1 | -18.3 | -6.8 | 0.3 | . | -1.9 | 3.9 | -0.1 | 7.2
Cc1cccc(S(=O)(=O)N(C)C[C@H]2OCc3cn(nn3)CCCC(=O)N([C@H](C)CO)C[C@@H]2C)c1 | 3.6&5.6&-5.3 | -24.5&10.4&-7.8 | -0.1&-0.1 | -1.5&-6.0 | -0.4&-7.5&-1.4 | -1.5&-0.8&-1.9 | 0.2&0.1 | 2.8&4.3&-0.5
CCOc1ccccc1NS(=O)(=O)c1cc2c3c(c1)C(C)C(=O)N3CCC2 (centres undefined) | -9.4 | -6.4 | . | . | 2.4 | 0.1 | 0.1 | 2.2
O=C(O)C1CCN(S(=O)(=O)c2ccc3[nH]ccc3c2)CC1 | 1.7 | -4.9 | . | 23.5 | ? | -4.2 | 0.0 | 2.7
O=C(Nc1cccc(F)c1)N1CC(=O)N2[C@H](CO)[C@@H](c3ccc(C#CC4CC4)cc3)[C@@H]2C1 | . | -10.0 | -0.2 | -11.8 | 1.4 | 1.5 | 0.6 | -0.3
O=C(CN1C(=O)/C(=C/c2cccc(Br)c2)SC1=S)NCCCN1CCOCC1 | -7.8 | -97.1 | 0.1 | -6.5 | -5.9 | 0.2 | -0.2 | 3.1
O=C(C1CCCC1)N1[C@H](CO)[C@@H]2c3ccccc3N(S(=O)(=O)c3ccc(F)cc3)C[C@@H]21 | -2.4 | -23.5 | 0.0 | -5.1 | 15.1 | 1.2 | 0.0 | -1.3
Cc1ccc(C(=O)NCCn2cc(SCC(=O)Nc3cc(C)on3)c3ccccc32)cc1 | -1.2 | 4.1 | 4.9 | -15.4 | -4.5 | 3.0 | -0.1 | 0.1
SMILES | RAD54 branch | RAD52 anneal inh | E-sel inducer | GSIS activator | DENV2 CPE rescue | CFTR F508del cor | Xi reactivation | CASP6 VEID inh
C[C@@H]1CN([C@@H](C)CO)C(=O)c2cc(C3=CCCC3)cnc2O[C@H]1CN(C)Cc1cccnc1 | 4.4 | 5.3 | 0.2 | 4.8 | 1.4 | -4.4 | 0.3 | 4.3
Cc1ccccc1/C=C/C(=O)N1CCOCC1 | 0.5 | -6.2 | . | 13.4 | 1.2 | 0.4 | 0.5 | 0.3
COc1ccc2c3c(n(C)c2c1)[C@@H](CO)N(CC1CCOCC1)CC31CN(C(=O)Nc2ccccc2)C1 | . | -36.8 | 0.3 | -6.4 | -6.5 | 1.1 | 0.6 | -0.2
COc1cccc(CN(C(=O)/C=C/c2ccco2)C2CCS(=O)(=O)C2)c1 (centres undefined) | -0.7 | -30.9 | . | 34.5 | 4.5 | -4.7 | 0.2 | 2.2
COc1ccc(C)cc1S(=O)(=O)N1CCCC(C(=O)N2CCOCC2)C1 (centres undefined) | -4.4 | -10.0 | . | -7.9 | 0.3 | 0.8 | 0.2 | -5.2
NS(=O)(=O)c1cccc(NC(=O)CCSc2ccccc2Cl)c1 | 1.5 | -3.9 | . | . | -9.1 | 1.8 | 0.0 | 2.2
CN(CC(=O)Nc1cccc(F)c1)C(=O)CCCNC(=O)c1ccc(Cl)cc1 | -2.8 | -9.8 | . | -17.2 | -2.7 | -2.4 | 0.3 | 1.3
COc1cccc(C(=O)NCCS(=O)(=O)NCc2ccccn2)c1 | . | -14.5 | 0.0 | 7.1 | 2.5 | -0.9 | 2.8 | 3.8
CNC[C@H]1Oc2ccc(NS(=O)(=O)c3ccc(Cl)cc3)cc2CC(=O)N([C@H](C)CO)C[C@@H]1C | -5.9 | . | -0.1 | 0.2 | -0.3 | 0.0 | -0.6 | -0.4
O=C(O)/C=C/C(=O)NCCNc1ncc(C(F)(F)F)cc1Cl | . | -5.3 | . | 0.8 | 8.9 | . | 0.1 | -1.7
CC(C)n1c(CSCc2ccc(Cl)cc2Cl)n[nH]c1=S | . | -13.0 | . | 13.9 | . | 1.3 | 0.1 | 5.8
CC(=O)CC1N(S(=O)(=O)c2ccc(C)cc2)c2ccccc2N1S(=O)(=O)c1ccc(C)cc1 | . | -2.5 | -0.2 | -1.3 | -8.7 | -0.8 | 0.0 | 0.8
CC1=C(c2ccc(F)cc2)[N+](=O)C(C)(C)N1[O-] | . | -7.8 | -0.5 | 13.8 | 0.4 | -1.7 | 0.3 | 2.3
CC1CCN(C(=O)COc2cccc3c2CCN(C)C3=O)CC1 | . | -13.9 | . | 4.1 | -5.2 | 0.6 | 0.3 | .
CC(C)=NOc1nc(NC(=O)NS(=O)(=O)c2ccccc2Cl)nc(N(C)C)n1 | -7.0 | 0.4 | -0.1 | 4.1 | 2.3 | 0.8 | 0.0 | -3.1
O=S(=O)(c1ccc(N2CCOCC2)c(Cl)c1)N1CCOCC1 | -1.3 | -14.3 | . | -2.2 | -3.0 | 1.2 | 0.5 | 7.0
Cc1cccnc1C(NC(=O)C1CCN(Cc2ccccc2)CC1)c1ccc(F)cc1 (centres undefined) | -7.8 | -15.2 | -0.1 | . | ? | -3.2 | 0.1 | 4.7
O=C(Nc1ccccc1)N1C[C@H]2[C@@H](c3ccccc31)[C@H](CO)N2Cc1ccccc1Cl | -14.9 | -7.2 | 0.2 | -13.4 | -11.5 | -0.8 | 0.1 | 1.1
CCOc1ccc(N(C(=O)/C=C/C(=O)Nc2cc(C)on2)C(C(=O)NC2CCCC2)c2ccccc2C)cc1 (centres undefined) | -2.2 | -11.7 | . | -9.4 | -1.6 | 0.8 | . | 6.2
Cc1ccc(S(=O)(=O)N(C)C[C@H]2OCCCC[C@@H](C)Oc3ccc(NS(=O)(=O)c4cccs4)cc3C(=O)N([C@@H](C)CO)C[C@@H]2C)cc1 | 0.7 | -25.8 | . | -41.2 | 2.2 | -1.4 | 0.0 | -1.0
O=C(NC1CCCC1)N[C@H]1C=C[C@@H](CC(=O)N2CCOCC2)O[C@H]1CO | -8.3 | -7.7 | -0.1 | 12.1 | -7.8 | 0.8 | 0.3 | -1.4
O=C1CCN(Cc2ccccc2)CCN1[C@H](CO)Cc1ccccc1 | 7.9 | . | -0.2 | 21.5 | . | 1.6 | 0.2 | .
COc1ccc(C(=O)N2CCCC(CCC(=O)NCc3ccc(F)c(F)c3)C2)o1 (centres undefined) | -24.3 | -5.2 | . | -16.9 | -3.3 | . | 0.0 | -0.8
Cc1nn(CC(=O)N2CCN(c3ccccc3)CC2)c(=O)c2cccn12 | 0.1 | -6.8 | 0.3 | . | 1.9 | 1.9 | 0.1 | -3.1
CCCC#Cc1cnc2c(c1)C(=O)N([C@H](C)CO)C[C@H](C)[C@H](CN(C)C(=O)Cc1ccccc1)O2 | 3.4 | 7.4 | 0.3 | -29.5 | -4.7 | 0.8 | -0.8 | 0.6
C[C@@H]1CN([C@@H](C)CO)C(=O)c2cccc(NC(=O)C3CCCCC3)c2O[C@@H]1CN(C)C(=O)Nc1ccc(F)cc1 | -9.0 | 0.9 | 0.1 | -18.5 | 2.4 | -1.1 | -0.2 | -0.8
C[C@@H]1CCCCO[C@@H](CN(C)Cc2ccc3c(c2)OCO3)[C@@H](C)CN([C@@H](C)CO)C(=O)c2cc(NC(=O)NC3CCCCC3)ccc2O1 | -3.4 | 29.4 | -0.2 | -35.9 | 1.3 | -0.4 | -0.1 | 0.2
O=C(/C=C\Nc1ccc2c(c1)OCO2)c1ccc(Cl)s1 | 1.9 | -24.2 | 6.9 | 6.7 | 2.6 | 0.4 | 0.0 | -5.0
